3CLpro inhibitor: SARS-CoV 3CLpro protease inhibition; inhibition, % at 6 µM; actives 0.14% (n = 290,000); recombinant SARS-CoV 3CLpro, quenched FRET peptide cleavage; in the data active = inhibition above about 12%
PriA SSB inh: inhibitors of Klebsiella pneumoniae PriA binding to SSB C-terminal tail. AID 1272365. inhibition, % at 33 µM. actives 0.6% (n = 430,000). AlphaScreen SSBct-PriA binding, biotinylated peptide; in the data active = inhibition mostly above about 37%, no sharp cut-off; inactive = mostly below about 20%;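 note: plate controls were negative control peptide for no effect and reference peptide for full effect; strong numbers were not always called active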
BH1578 lux ind: inducers of Vibrio cholerae quorum light production without autoinducers | actives 0.16% (n = 350,000) | AID 588436 | V. cholerae BH1578 lux reporter, luminescence, 6 h | activation, % at 18.7 µM; in the data active = activation mostly above about 9.7%, no sharp cut-off; inconclusive = no clear call, values can overlap the other calls; inactive = mostly below about 3.7%; note: not every result past the cut was called active; inactives centre near 0; reference of the scale not given here
TcdB GH inh: inhibitors of Clostridioides difficile toxin B glycohydrolase | P18177 | TcdB glycohydrolase enzymatic assay, plate reader | inhibition, % at 9.99 µM | actives 0.24% (n = 350,000) | AID 652162; in the data active = inhibition above about 10%
Target sequence (P18177 whole entry, looked up): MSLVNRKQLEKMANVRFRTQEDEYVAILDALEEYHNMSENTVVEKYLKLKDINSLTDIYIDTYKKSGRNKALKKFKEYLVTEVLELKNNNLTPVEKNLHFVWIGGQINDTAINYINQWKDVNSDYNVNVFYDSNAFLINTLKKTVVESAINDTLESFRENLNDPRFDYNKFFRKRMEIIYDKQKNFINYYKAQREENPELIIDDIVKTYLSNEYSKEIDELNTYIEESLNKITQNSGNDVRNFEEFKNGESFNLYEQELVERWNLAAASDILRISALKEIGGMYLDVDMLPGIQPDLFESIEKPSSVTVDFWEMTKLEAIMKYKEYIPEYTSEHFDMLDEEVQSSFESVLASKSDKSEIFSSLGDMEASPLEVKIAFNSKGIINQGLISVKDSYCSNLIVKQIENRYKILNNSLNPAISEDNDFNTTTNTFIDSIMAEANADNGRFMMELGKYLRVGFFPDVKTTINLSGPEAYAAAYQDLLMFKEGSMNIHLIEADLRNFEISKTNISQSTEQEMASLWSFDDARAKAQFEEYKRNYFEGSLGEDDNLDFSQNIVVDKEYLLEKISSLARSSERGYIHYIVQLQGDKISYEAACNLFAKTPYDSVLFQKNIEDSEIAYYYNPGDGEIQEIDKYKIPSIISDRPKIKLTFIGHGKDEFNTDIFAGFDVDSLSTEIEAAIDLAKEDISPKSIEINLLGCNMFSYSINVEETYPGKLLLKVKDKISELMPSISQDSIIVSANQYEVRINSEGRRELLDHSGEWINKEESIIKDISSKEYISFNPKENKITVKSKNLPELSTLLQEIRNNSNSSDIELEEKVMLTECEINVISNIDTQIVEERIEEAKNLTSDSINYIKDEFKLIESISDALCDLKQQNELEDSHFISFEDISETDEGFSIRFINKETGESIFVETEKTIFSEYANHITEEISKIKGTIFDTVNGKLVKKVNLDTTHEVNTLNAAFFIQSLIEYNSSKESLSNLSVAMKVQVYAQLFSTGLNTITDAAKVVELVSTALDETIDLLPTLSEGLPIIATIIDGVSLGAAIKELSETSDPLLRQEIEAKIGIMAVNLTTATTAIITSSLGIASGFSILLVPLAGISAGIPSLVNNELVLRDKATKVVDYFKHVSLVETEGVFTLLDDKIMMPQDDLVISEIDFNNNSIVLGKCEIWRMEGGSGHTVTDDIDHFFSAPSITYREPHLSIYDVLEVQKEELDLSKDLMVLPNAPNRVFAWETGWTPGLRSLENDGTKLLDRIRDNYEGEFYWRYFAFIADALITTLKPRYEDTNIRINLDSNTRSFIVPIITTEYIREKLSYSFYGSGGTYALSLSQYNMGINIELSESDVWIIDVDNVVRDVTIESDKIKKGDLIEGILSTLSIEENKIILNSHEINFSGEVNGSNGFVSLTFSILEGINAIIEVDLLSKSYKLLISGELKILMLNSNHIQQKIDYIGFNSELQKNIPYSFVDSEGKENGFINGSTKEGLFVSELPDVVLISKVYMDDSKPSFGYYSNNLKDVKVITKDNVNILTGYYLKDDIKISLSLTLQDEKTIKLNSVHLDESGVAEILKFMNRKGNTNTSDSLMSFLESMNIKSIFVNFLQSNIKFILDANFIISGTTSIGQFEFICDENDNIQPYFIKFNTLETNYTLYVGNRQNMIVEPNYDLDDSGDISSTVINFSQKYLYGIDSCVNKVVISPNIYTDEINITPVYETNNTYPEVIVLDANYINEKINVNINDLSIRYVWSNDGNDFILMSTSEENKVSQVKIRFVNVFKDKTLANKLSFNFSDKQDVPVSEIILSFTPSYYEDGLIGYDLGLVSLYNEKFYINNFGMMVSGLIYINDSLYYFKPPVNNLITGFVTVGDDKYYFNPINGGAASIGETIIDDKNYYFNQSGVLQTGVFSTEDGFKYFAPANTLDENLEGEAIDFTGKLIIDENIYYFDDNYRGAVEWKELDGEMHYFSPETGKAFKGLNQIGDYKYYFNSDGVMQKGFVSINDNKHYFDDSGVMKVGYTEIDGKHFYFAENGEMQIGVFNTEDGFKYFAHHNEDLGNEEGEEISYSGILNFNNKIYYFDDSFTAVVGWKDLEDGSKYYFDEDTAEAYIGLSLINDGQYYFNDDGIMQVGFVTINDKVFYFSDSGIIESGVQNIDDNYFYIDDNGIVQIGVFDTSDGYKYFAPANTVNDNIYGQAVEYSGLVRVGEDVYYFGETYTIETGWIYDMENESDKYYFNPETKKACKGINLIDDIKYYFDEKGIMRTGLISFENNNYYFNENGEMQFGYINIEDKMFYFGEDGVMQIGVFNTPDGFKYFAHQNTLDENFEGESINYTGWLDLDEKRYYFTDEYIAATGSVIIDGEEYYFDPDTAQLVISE
BoNT-A LC inh2: blocks Botulinum neurotoxin A light chain protease; multiplex microsphere protease substrate cleavage, flow cytometry; inhibition, % at 10 µM; actives 0.17% (n = 360,000); AID 588499; note: plate controls were buffer without enzyme for full effect and enzyme alone for no effect
PfHsp40 yeast: rescue of PfHsp40-mediated yeast toxicity; growth rescue, % at 12.5 µM; AID 504582; actives 0.68% (n = 340,000); S. cerevisiae expressing PfHsp40, growth rescue, ATP luminescence; in the data active = growth rescue above about 28%, passing the limit was not always enough; inconclusive = no clear call, values can overlap the other calls;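 note: yeast W303a lacking pdr1 and pdr3 grown in galactose medium; growth measured after three days at 30 °C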
DUSP3 inh: blocks human VHR1 dual specificity phosphatase | recombinant VHR phosphatase, pNPP absorbance | inhibition, % at 13.3 µM | actives 0.52% (n = 290,000) | AID 1654; in the data active = inhibition above about 50%; note: some compounds called inactive have numbers as strong as hits
Anthrax LF inh2: anthrax lethal factor protease inhibition. P15917. multiplex microsphere protease cleavage assay, LF. inhibition, % at 10 µM. actives 0.12% (n = 360,000). AID 588501; note: plate controls were buffer without enzyme for full effect and enzyme alone for no effect
Yp Topo-I inh: blocks Yersinia pestis topoisomerase I activity; Y. pestis Topo-I cleavage product accumulation, plate reader; AID 504884; actives 0.064% (n = 360,000); activity, % at 10 µM; in the data active = activity above about 50%, passing the limit was not always enough; inconclusive = no clear call, values can overlap the other calls; note: inactives centre near 2
CCHF vOTU inh: blocks the CCHF virus ovarian tumor domain protease; inhibition, % at 11.5 µM; CCHFV vOTU protease, Pep-AMC fluorescence; AID 651958; actives 0.55% (n = 370,000); in the data active = inhibition above about 30%; note: 0% = vehicle wells with enzyme and 100% = no enzyme wells
An asterisk follows results filed as active; i = inactive; ? = inconclusive; nt = no result given; & = joins results of further samples. Cut-off read from the data, not from the text of the source, unless noted: active = inhibition above about 30%; inconclusive = no clear call, values can overlap the other calls; inactive = below that. The list is partial; rates above refer to the full screens.

Every second line gives: 3CLpro inhibitor	PriA SSB inh	BH1578 lux ind	TcdB GH inh	BoNT-A LC inh2	PfHsp40 yeast	DUSP3 inh	Anthrax LF inh2	Yp Topo-I inh	CCHF vOTU inh
> CCN(CC)CC(=O)Nc1ccccc1SCC(=O)Nc1ccsc1C(=O)OC
→ 1	-14	-0.6	2.7	0.2	-0.3	6	-2	?	-2
> O=C(Nc1ccc2c(c1)OCO2)C1CCCCC1
→ 1	3	i	1.4	-1.6	0.6	13	0	5	-6
> CCn1cc(C(=O)NCCN(C)CCc2ccccc2)c(=O)c2cc(S(=O)(=O)N(C)C)ccc21
→ -1	-8	-2.2	nt	-1.1	0.6	13	-2	10	-2
> CC(/C=N/NC(=O)c1ccncc1)=C\c1ccco1
→ 0	nt	i	0.0	-0.9	0.0	29	-8	1	12
> CCC(=O)Nc1ccc(NC(=O)C23CC4CC(CC(C4)C2)C3)cn1
→ 0	-1	-1.0	nt	0.3	-1.2	28	-1	1	2
> C1=C[C@@H]2CCN(Cc3ccccc3)Cc3cccc(c32)C1
→ nt	5	i	-5.5	4.4	0.0	nt	-3	-7	-2
> O=C(COC(=O)COc1ccccc1)Nc1ccc(S(=O)(=O)N2CCOCC2)cc1
→ 5	-11	-0.4	0.6	-0.1	-0.6	22	-4	-1	11
> O=S(=O)(c1ccccc1)c1nc(-c2ccccc2)oc1NCc1cccnc1
→ 2	1	-1.0	nt	0.0	-1.7	-3	-6	-6	0
> O=C(COc1coc(CN2CCc3ccccc3C2)cc1=O)Nc1cccc(Cl)c1
→ nt	-6	i	-3.2	-3.6	-0.2	nt	-2	28	-6
> Cc1ccc(NC(=O)c2nnn(-c3cccc(C(F)(F)F)c3)c2N)cc1
→ 4	-1	i	-4.1	0.2	0.4	22	-2	4	2
> COc1ccccc1NS(=O)(=O)c1cccc(NS(=O)(=O)c2ccc(Cl)c(C(=O)O)c2)c1
→ nt	6	i	2.9	-0.3	-0.3	nt	6	5	3
> FC(F)(F)c1nc2ccccc2n2c(-c3ccc(Cl)cc3)nnc12
→ -5	-9	-0.4	nt	-0.1	1.2	29	-3	-5	-7
> Cc1ccc(/C(N)=N/OC(=O)CCCc2ccccc2)cc1
→ 7	nt	-12	-3.6	-0.9	-0.3	6	-3	21	18
> CC(C)(Oc1ccc(Cl)cc1)C(=O)NCc1ccco1
→ 1	3	i	nt	0.5	2.4	29	2	23	-8
> Clc1ccccc1-c1nnc2sc(-c3ccco3)nn12
→ 0	-13	-3.8	nt	-2.0	0.0	30	1	6	-9
> COc1ccccc1CCNC(=O)c1cc(COc2cccc(C(F)(F)F)c2)on1
→ 7	-7	0.7	0.2	-2.5	-2.6	-5	1	-9	20
> CCN(CC)CC(O)Cn1c2ccccc2c2ccccc21 (stereo not given)
→ -3	1	-0.9	nt	0.4	-1.5	-38	2	-5	16
> O=c1o[nH]c(-c2ccccc2)c1C1=NCCCCC1
→ 3	-6	i	nt	0.8	-0.4	nt	-6	0	2
> COc1cc2c(c(Br)c1N)-c1cc(Br)c(N)cc1C2=O
→ nt	nt	-3.0	-1.1	-0.4	nt	nt	-3	-12	3
> Cn1cc(P(=S)(N2CCOCC2)N2CCOCC2)cc1P(=O)(N1CCOCC1)N1CCOCC1
→ 6	-8	i	nt	-1.2	-0.3	9	-3	2	13
> COCc1cc(C)nc2sc3c(=O)n(Cc4ccco4)nnc3c12
→ -3	-13	i	1.4	0.3	0.6	25	-5	-2	-2
> COc1ccc(NC(=O)/C(C#N)=C\C=C\c2ccco2)cc1
→ 2	18	1.6	nt	-0.3	-0.6	13	-1	8	1
> CC1CCCC(NC(=O)CCNS(=O)(=O)c2ccc(Br)cc2)C1C (stereo not given)
→ 0	-2	i	0.8	0.2	2.4	10	1	16	12
> CCn1c(SCC#N)nc2cc(S(=O)(=O)N3CCOCC3)ccc21
→ 0	10	-0.3	-6.6	1.5	-0.5	-7	3	-2	-13
> O=C(O)C(c1ccccc1)C(O)C1CC=CCC1 (stereo not given)
→ nt	-9	i	1.8	-0.1	-2.8	nt	0	0	-9
> Cc1ccc(N(Cc2cc3cc(C)ccc3[nH]c2=O)C(=O)c2cccs2)cc1
→ -1	-10	-0.4	0.4	0.0	-0.2	0	-1	-4	6
> CCOC(=O)C1=C(C)Nc2nc(SC)nn2C1c1ccc(C(=O)OC)cc1 (stereo not given)
→ 5	-9	-0.3	nt	-1.3	0.2	17	-15	-7	nt
> CC(=O)c1ccc(NC(=O)C(C)N(C)CC(=O)Nc2cccc(F)c2)cc1 (stereo not given)
→ -1	-5	-1.4	0.4	-0.4	-1.0	6	-1	1	-6
> CCCOC(=O)c1ccc(NC(=O)C2C3C=CC(O3)C2C(=O)O)cc1 (stereo not given)
→ 2	9	i	nt	0.2	3.6	-6	11	8	-9
> O=C(CSC1=NS(=O)(=O)c2cc(Cl)ccc2N1)c1ccc(Cl)cc1
→ nt	-7	-0.7	-0.3	3.8	-2.0	nt	3	0	-3
> COC(=O)[C@@]1(Sc2ccc(C)cc2)CC(=O)N(C(=O)/C=C/c2ccccc2)[C@@H]1c1ccccc1
→ nt	nt	nt	3.1	0.5	nt	nt	-9	nt	3
> Cc1cc(NC(=O)c2c(Cl)cnn2C)no1
→ 2	-25	0.7	nt	-1.2	-0.1	2	1	3	-3
> O=C(O)c1ccc(N/N=C/c2ccc(C(F)(F)F)cc2)cc1
→ 3	nt	-0.4	0.3	-1.0	-0.4	-5	-2	-7	1
> CC1CN(c2cc(=O)n(Cc3ccc(F)cc3)c(=O)[nH]2)CC(C)O1 (stereo not given)
→ -4	5&-4	i	1.5	-1.1	-0.1	8	2	0	2
> CCC(=O)NC(=S)Nc1ccc(OC)cc1OC
→ -2	0	-0.2	nt	-0.6	-1.2	-10	-2	2	-2
> S=C(NCC1CCCO1)N1CCN(c2nc(-c3ccccc3)cs2)CC1 (stereo not given)
→ 5	7	-3.3	0.8	0.2	-0.8	-12	-4	-2	10
> Cc1ccc(Oc2cc(NC(=O)CCCn3nc(C)c([N+](=O)[O-])c3C)cc([N+](=O)[O-])c2)cc1
→ 1	8	-0.2	0.3	-1.2	1.1	-10	0	0	5
> CCn1cc(C(=O)NC2CCCCC2)c(=O)c2ccc(C)nc21
→ -4	-7	i	nt	0.2	-0.3	-19	-5	-4	2
> C=CCNC(=S)NNC(=O)C(CCCC)CC(O)COCC(C)C (stereo not given)
→ 5	-4	-1.6	-0.5	-6.9	0.2	32	-10	-4	-6
> COc1ccc(-c2ccc3oc(-c4ccsc4)c(-c4ccc(OC)cc4)c3c2)cc1
→ nt	5	i	1.2	0.5	1.4	nt	1	-8	-2
> CC(C)(C)N1C(=O)[C@H]2[C@@H](c3ccc(Br)cc3)N3C(=O)N(c4cccc(Br)c4)C(=O)[C@@]3(Cc3ccccc3)[C@H]2C1=O
→ 3	-5	1.8	nt	0.3	0.5	-7	-4	5	nt
> Cc1ncoc1C(=O)NCC1=C(c2cccc3ccccc23)C[C@@H]2CC[C@H]1N2Cc1ccco1
→ nt	nt	0.6	1.1	-0.6	nt	nt	3	15	16
> Cc1cccc(C(=O)Nc2ccc(C(=O)N/N=C/c3cccnc3)cc2)c1
→ -6	nt	-0.3	0.8	-7.3	-1.3	-8	4	5	14
> O=[N+]([O-])c1ccc(Cl)cc1Sc1cccc2cccnc12
→ -9	-11	-5.9	nt	-0.3	-0.9	-14	6	8	-15
> COC(=O)c1ccc2nc(-c3ccc(F)cc3)c(Cc3ccsc3)n2c1
→ nt	nt	nt	0.9	2.0	nt	nt	-2	nt	15
> Oc1ccc(/C=N/Nc2nc(-c3ccc(Cl)cc3)cc(C(F)(F)F)n2)cc1
→ 0	nt	i	-0.1	0.4	-0.7	-5	-1	-14	7
> FC(F)(F)c1nc2nccnc2[nH]1
→ nt	nt	3.1	1.3	0.0	nt	nt	2	-6	-13
> CC(=O)n1cc([C@@H]2C=C(C(=O)NCc3ccccc3)O[C@H](OCCCCO)C2)c2ccccc21
→ 0	3	i	1.1&0.0	0.8	24	7	2	9	-3
> CC(C)Oc1ccc(CC2(CCc3ccncc3)C(=O)NC(=O)NC2=O)cc1
→ 2	-10	-0.2	1.8	-0.1	0.0	8	-6	-3	-3
> CCC(C)Sc1nc(O)c(Cc2ccccc2)c(=O)[nH]1 (stereo not given)
→ 3	-10	-3.0	nt	0.1	3.2	15	-6	1	-6

More records.
Every second line gives: 3CLpro inhibitor	PriA SSB inh	BH1578 lux ind	TcdB GH inh	BoNT-A LC inh2	PfHsp40 yeast	DUSP3 inh	Anthrax LF inh2	Yp Topo-I inh	CCHF vOTU inh
> O=C(CC(c1ccccc1)c1cc(Br)ccc1O)NCCN1CCOCC1 (stereo not given)
→ -8	-13	-0.1	nt	1.1	-0.3	-11	0	1	12
> CCN(C(=O)COC(=O)CCC(=O)c1ccc(C)cc1)c1c(N)n(Cc2ccccc2)c(=O)[nH]c1=O
→ nt	-10	i	-2.5	-0.6	1.0	nt	-3	5	-8
> Cc1ccc(C)c(NC(=O)Nc2ccc3c(c2)OCO3)c1
→ 3	-23	-0.3	-0.1	0.4	0.1	-4	3	-6	-2
> CCN(CC)c1ccc(C2C3CCCCC3(O)CCN2CC(=O)Nc2ccccc2)cc1 (stereo not given)
→ -1	19	nt	nt	1.1	-0.3	0	6	5	-4
> CC(C)=CCn1c2ccc(NC(=S)NC3CC3)cc2c(=O)n1C
→ nt	nt	-0.4	-0.2	-0.6	nt	nt	-10	-2	-66
> CCOC(=O)C1(Cc2cccc(OC)c2)CCN(Cc2ccccc2)CC1
→ 4	-7	-0.2	1.4	0.0	0.9	4	0	24	8
> Cc1cccc2c3nc4ccccc4nc3n(C)c12
→ -10	-37&-13	i	0.3	45*	-0.1	23	7	-7	7
> O=c1cc(-c2ccccc2)cc(-c2ccccc2)n1CCO
→ nt	-1	-2.1	2.1	0.4	-0.5	nt	2	6	-1
> C[C@H]1CCC[C@]2(C)C[C@H]3OC(=O)C(CN4CCCCCC4)[C@H]3C=C12 (stereo not given in full)
→ 6	-5	-0.3	1.1	-5.9	-3.5	-12	7	3	4
> N#Cc1cc2c(nc1SCC(=O)N1CCCCC1)CCCC2
→ 3	-23	-0.4	nt	0.8	0.8	11	-1	13	0
> NCC(CC(=O)O)C1CCCCC1 (stereo not given)
→ -1	-14	-0.4	0.8	0.0	0.6	25	-4	-8	nt
> O=C(N/N=C\C=C\c1ccc(Br)cc1)c1ccc2c(c1)OCO2
→ -6	nt	-0.2	-0.6	-0.9	0.2	1	-2	1	3
> COC(=O)CSc1nnc(-c2ccc(OC)cc2OC)o1
→ -2	-12	i	nt	?	0.1	27	1	0	-9
> COc1ccccc1N1CCN(C(=O)CCC(=O)O)CC1
→ 4	-13	i	1.0	-0.8	-0.2	-6	-1	-6	-15
> CC1C/C(=N/O)C(C)CN1 (stereo not given)
→ 5	nt	-0.4	nt	0.1	-0.1	29	-3	-1	5
> CC1Cc2nc(SCC(=O)Nc3ccc4c(c3)OCCO4)n(C)c(=O)c2S1 (stereo not given)
→ 4	-8	i	nt	0.7	-0.7	10	-3	-1	-13
> CCOC(=O)c1c(C)c(C)n(Cc2ccc(OC)c(OC)c2)c1C
→ 0	-1	i	0.4	-0.5	3.5	36	-1	5	5
> COc1ccc(-c2[nH]c(-c3ccc4c(c3)OCO4)nc2-c2ccccc2)cc1
→ 0	41	i	nt	-0.2	4.9	16	-3	-33	-14
> COc1ccc(Cn2cc(CN3CC(N4CCSCC4)CS3(=O)=O)nn2)cc1 (stereo not given)
→ nt	nt	nt	1.1	0.7	nt	nt	-1	nt	-1
> CN(C(=O)c1cccc(S(=O)(=O)N2CCCC2)c1)C1CCCCC1
→ nt	2	-2.6	-0.3	-1.8	1.5	nt	-8	-11	3
